TNAP inh hi DEA: human TNAP enzyme inhibitors, primary screen, biochemical, luminescent, high phosphate acceptor level, uHTS. purified TNAP, CDP-star luminescence, 1 M DEA. inhibition, % at 20 µM. 200,000 compounds, 0.03% hits. AID 1135, 2008. Alkaline phosphatase, tissue-nonspecific isozyme (Homo sapiens), P05186;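 active = over 50% inhibition of tissue-nonspecific alkaline phosphatase at 20 µM in the single-dose screen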;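 also: plate controls were DMSO wells for no effect and EDTA-quenched wells as full inhibition for full effect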
Target sequence (P05186 whole entry, looked up): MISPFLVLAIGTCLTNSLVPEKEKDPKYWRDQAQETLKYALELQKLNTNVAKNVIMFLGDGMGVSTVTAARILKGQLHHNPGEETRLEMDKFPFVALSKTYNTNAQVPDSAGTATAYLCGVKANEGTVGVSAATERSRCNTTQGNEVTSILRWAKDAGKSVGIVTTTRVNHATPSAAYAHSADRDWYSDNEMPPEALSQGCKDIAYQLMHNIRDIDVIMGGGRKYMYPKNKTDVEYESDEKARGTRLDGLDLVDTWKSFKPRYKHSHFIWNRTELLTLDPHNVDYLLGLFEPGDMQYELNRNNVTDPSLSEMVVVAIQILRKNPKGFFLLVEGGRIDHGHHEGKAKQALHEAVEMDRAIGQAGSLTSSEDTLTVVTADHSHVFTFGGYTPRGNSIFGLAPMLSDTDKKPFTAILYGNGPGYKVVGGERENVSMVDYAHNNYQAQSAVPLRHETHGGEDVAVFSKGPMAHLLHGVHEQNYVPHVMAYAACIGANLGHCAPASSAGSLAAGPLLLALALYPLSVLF
Redox H2O2 prof: compounds producing H2O2 with reducing agent – biochemical, NIH compound library profiling, artefact control for MLSCN library redox annotation, primary screen | DTT-dependent redox cycling H2O2, phenol red/HRP absorbance; 100% = 100 µM peroxide control, 0% = buffer | 200,000 compounds, 0.03% hits | AID 878, 2007 | activation, % at 10 µM;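 active = activation of at least 50% relative to the plate's high and low controls in the primary single-dose screen; inactive = activation below 50%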;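 also: compound incubated with DTT at 0.8 mM final as the reducing agent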
Hsp70 act: Hsp70 transcriptional activators, primary screen, cell-based, HeLa, Hsp70 promoter luciferase, luminescence, 10 µM | 200,000 compounds, 0.04% hits | HeLa Hsp70 promoter luciferase reporter; scaled: vehicle 0, proteasome-inhibitor control 100% | activation, % at 10 µM;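 active = activation above the mean across all tested compounds plus 3 SD, cutoff set per campaign, cut at about 5.5% in these data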;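 also: 100% = MG132 at 30 µM as the positive control and 0% = DMSO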
HMGR II inh: inhibitors of E. faecalis class II HMGR, primary screen, biochemical, Enterococcus faecalis; purified E. faecalis HMGR, NADPH absorbance 340 nm kinetic; 190,000 compounds, 0.41% hits; HMG-CoA reductase (Enterococcus faecalis, mvaE); inhibition, % at 10 µM;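 active = inhibition above a set limit, the median over all tested compounds plus 3 SD, cut at about 9.5% in these data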;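 also: enzyme runs in reverse so mevalonate oxidation gives rising NADPH absorbance; 0% = complete reaction with DMSO and 100% = background rate lacking mevalonate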
TNAP inh no acc: human TNAP enzyme inhibitors, primary screen, biochemical, luminescent, no phosphate acceptor, uHTS; Alkaline phosphatase, tissue-nonspecific isozyme (Homo sapiens), P05186; purified TNAP, CDP-star luminescence, 30 min; inhibition, % at 20 µM; 200,000 compounds, 0.26% hits; AID 1012, 2008;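 active = tissue-nonspecific alkaline phosphatase inhibition above about 50% at 20 µM in the single-dose screen, limit read from the data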;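 also: 0% = DMSO negative control and 100% = EDTA positive control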
PMI act: activators of human PMI, primary screen, biochemical, fluorescence intensity, near-Km mannose 6-phosphate; Mannose-6-phosphate isomerase (Homo sapiens), P34949; purified human PMI, coupled resazurin fluorescence, 20 min; stronger effect = higher value; 1 = vehicle control, 0 substrate-free wells; activation factor at 20 µM; 190,000 compounds, 0.005% hits; AID 1214, 2008;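 active = activation factor of 2 or more at 20 µM, relative to plate controls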
RAM network inh: inhibitors of the yeast RAM network, primary screen, dse1pr::URA3 reporter, 5-FOA selection; inhibition, % at 50 µM; S. cerevisiae dse1pr::URA3 reporter, 5-FOA growth OD615, 2 d; analog-sensitive cbk1-as2 kinase mutant strain; 190,000 compounds, 1.8% hits;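 active = inhibition above a set limit, 3 SD over mean compound inhibition, cut at about 8.4% in these data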;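 also: 0% = DMSO-only wells with no growth and 100% = 10 µM 1-NA-PP1 full growth; inhibition rescues growth on 5-FOA so higher OD means more RAM inhibition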
S1P3 antag: S1P3 receptor antagonists, primary screen, cell-based; Sphingosine 1-phosphate receptor 3 (Homo sapiens), Q99500; CHO S1P3 NFAT-BLA reporter, FRET fluorescence, antagonist mode; inhibition, % at 4.98 µM; 170,000 compounds, 0.27% hits; AID 485, 2006;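 active = inhibition above the plate cutoff, the mean inhibition of test wells on that plate plus 3 SD, cut at about 28% in these data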;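 also: cells challenged with S1P at its EC80 of 0.8 µM; blue over green emission ratio from cleaved BLA substrate after 4 h stimulation; 0% = S1P-stimulated wells and 100% = unstimulated DMSO-only wells; some compounds past the cut are filed as inactive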
Target sequence (Q99500 whole entry, looked up): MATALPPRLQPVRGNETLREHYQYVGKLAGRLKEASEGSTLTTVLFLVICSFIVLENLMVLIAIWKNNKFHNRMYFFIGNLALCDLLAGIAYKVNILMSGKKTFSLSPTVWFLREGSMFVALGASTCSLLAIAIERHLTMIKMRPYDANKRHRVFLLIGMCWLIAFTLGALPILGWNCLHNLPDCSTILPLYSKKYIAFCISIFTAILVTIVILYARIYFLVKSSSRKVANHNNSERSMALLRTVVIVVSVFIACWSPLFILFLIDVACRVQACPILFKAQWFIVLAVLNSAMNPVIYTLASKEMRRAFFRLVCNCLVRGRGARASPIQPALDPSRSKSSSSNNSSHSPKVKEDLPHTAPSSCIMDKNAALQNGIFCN
PMI act hi M6P: human PMI activators, high substrate, primary screen, biochemical, fluorescence intensity, near-saturating mannose 6-phosphate. activation factor at 20 µM. Mannose-6-phosphate isomerase (Homo sapiens), P34949. coupled PMI enzyme assay, resazurin fluorescence, 20 min; stronger effect = higher value; 1 = untreated enzyme, 0 = substrate-free blank. 190,000 compounds, 0.34% hits. AID 1216, 2008;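 active = activation factor of 2 or more at 20 µM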
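Test system – human PMI in coupled enzyme assay · Timing – 20 min incubation at room temperature · Detection – Diaphorase-driven resazurin-to-resorufin fluorescence, excitation 544, emission 590 nm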
L major viab: Leishmania major promastigote growth inhibition, primary screen; Leishmania major promastigotes, resazurin fluorescence viability; inhibition, % at 10 µM; 200,000 compounds, 9% hits; AID 1063, 2008; in the data active = inhibition above about 50%;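 also: promastigotes grown with compound for 44 hours at 28 °C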
An asterisk follows results filed as active; . = no result given.

SMILES	TNAP inh hi DEA	Redox H2O2 prof	Hsp70 act	HMGR II inh	TNAP inh no acc	PMI act	RAM network inh	S1P3 antag	PMI act hi M6P	L major viab
O=C(NCc1ccco1)C1CCCN(S(=O)(=O)c2cccc3nsnc23)C1 (stereo unspecified)	-3	-1.5	-0.3	-10	-6	0.9	3.5	1	0.8	-6
CCOC(=O)C(=O)/C(=C\N(C)C)c1onc(-c2ccccc2Cl)c1C(=O)OC	-2	2.0	-0.3	1	-4	0.9	3.3	.	0.9	-7
O=C(COC(=O)C1CC(=O)N(Cc2ccco2)C1)c1ccc(OC(=O)c2ccco2)cc1 (stereo unspecified)	-5	-4.7	-0.4	-2	-12	1.3	2.1	.	1.5	-8
O=C(COC(=O)c1ccc2c(c1)C(=O)N(c1cccc3ncccc13)C2=O)c1ccc(Cl)cc1	0	0.0	-0.1	-2	-9	0.9	4.2	-8	1.1	-9
O=C(C1CCC1)N1CCc2cc(S(=O)(=O)Nc3ccc4c(c3)OCO4)ccc21	4	1.9	-0.2	8	-3	0.8	3.1	35	0.8	1
O=C(CN(C(=O)CNS(=O)(=O)c1ccccc1)c1ccc2c(c1)OCCO2)NC1CCCCC1	-8	1.2	0.0	-2	-8	1.1	1.9	-4	1.1	-3
O=C(N/N=C/c1ccc([N+](=O)[O-])cc1)c1[nH]ncc1Br	-2	-1.0	0.0	-5	-15	1	3.9	-15	1	-2
Cc1[nH]c2ccccc2c1C(c1ccncc1)N1CCC(C)CC1 (stereo unspecified)	3	-0.5	-0.1	-3	-5	1	2.9	-9	0.5	30
O=C(c1cccs1)N1CCN(Cc2ccncc2)CC1	-7	0.0	0.4	-4	-18	0.9	0.9	-11	1.1	-4
CCOC(=O)Nc1cccc(OCC(=O)Nc2ccccc2OCC)c1	-7	0.7	-0.1	4	-13	1	9.6*	.	1	4
Cc1sc(NC(=O)CN2CCOCC2)nc1-c1ccc2c(c1)CCN2S(=O)(=O)c1ccccc1	-4	0.3	-0.3	-4	-6	0.9	2.2	.	1	97*
COc1ccc(O)c(/C=N/c2sc(C)c(C)c2C#N)c1	1	0.1	0.1	-8	2	0.5	3.4	.	0.4	-10
Cc1ccccc1/C(N)=N/OC(=O)c1cccs1	0	-0.4	-0.1	-4	-15	0.9	-1.2	-8	0.9	30
O=C(CSC1CC(=O)N(CC(c2ccccc2)c2ccccc2)C1=O)Nc1ccc(Cl)cc1 (stereo unspecified)	0	-7.0	-0.1	6	-14	0.9	5.6	.	0.9	14
CCOc1ccc(OCC)c(NS(=O)(=O)c2ccc3c(c2)CCN3C(=O)C2CCC2)c1	-7	-2.5	-0.4	-5	-12	1	1.7	.	1	99*
O=C(Cc1ccccc1)NN1C(=O)c2ccccc2C1=O	-2	-0.4	-0.3	-5	0	1.1	0.4	0	1.1	-2
CCN(CC)S(=O)(=O)c1ccc(N2CCOCC2)c(NC(=O)c2cccc(C#N)c2)c1	-3	-0.5	-0.1	-4	-10	1.1	-0.4	0	1	9
COCCN(CCOC)S(=O)(=O)c1ccc(C(=O)Nc2nnc(COC)o2)cc1	-6	0.3	-0.2	-2	-3	1.1	0.9	-14	1	-11
Cc1ccc(NC(=O)CCn2c(=O)oc3ccccc32)c(C)c1	0	0.0	0.0	0	-7	1.1	1.6	-9	1.1	-3
O=C(CSCc1cccc(CSCC(=O)Nc2ccccc2)n1)Nc1ccccc1	-2	-0.2	0.1	1	-8	0.9	-0.1	.	0.9	1
CCOc1ccc(C(C(=O)Nc2ccc(F)cc2)N(C(=O)Cn2nnc3ccccc32)C2CC2)cc1 (stereo unspecified)	-4	1.6	-0.3	-2	-8	0.7	3.0	.	0.9	3
CC1CCN(C(=O)CSc2nnc(Cc3cc(=O)[nH]c(=O)[nH]3)n2-c2ccc(Cl)cc2)CC1	2	-0.5	-0.1	0	-3	0.9	-1.4	18	1.2	-5
Cc1cc(N2CCOCC2)nc2ccc(NC(=O)CCC(=O)N3CCCC(C)C3)cc12 (stereo unspecified)	-8	-1.1	-0.1	-2	-1	1.1	2.2	2	1	4
O=C(Nc1nc(-c2ccccc2)c(C(=O)c2ccccc2)s1)c1ccc(S(=O)(=O)N2CCCC2)cc1	8	0.5	-0.1	-3	-2	0.8	6.6	-16	0.8	29
COc1cc(/C=N/NC(=O)c2nc3ccccn3c2C)cc(OC)c1O	0	-0.6	0.0	-3	-12	0.9	4.2	-1	0.9	-9
Cc1onc(-c2ccccc2)c1C(=O)N1CCN(Cc2ccc3c(c2)OCO3)CC1	-3	-0.2	-0.3	0	-4	.	-0.4	5	.	-4
Cn1cc(SCC(=O)Nc2nccs2)c2ccccc21	0	-0.9	0.3	-10	5	1	1.3	.	1	5
O=C1CC(c2ccccc2)=Nc2ccccc2N1Cc1ccccc1	-4	-0.6	-0.2	-5	-9	0.9	1.5	-2	1	12
Cc1cc(NC(=O)CN2C(=O)NC(C)(c3ccccc3)C2=O)no1 (stereo unspecified)	-5	0.1	0.1	-3	-3	1.1	-0.2	.	1.1	-3
COc1ccc(-c2nn(C)c(=O)c3ccccc23)cc1NS(C)(=O)=O	-3	0.2	0.1	-1	9	0.9	0.0	.	0.8	6

Whole records from above. Order of screens: TNAP inh hi DEA	Redox H2O2 prof	Hsp70 act	HMGR II inh	TNAP inh no acc	PMI act	RAM network inh	S1P3 antag	PMI act hi M6P	L major viab
O=C(Nc1nc(-c2ccccc2)c(C(=O)c2ccccc2)s1)c1ccc(S(=O)(=O)N2CCCC2)cc1 across the screens: 8	0.5	-0.1	-3	-2	0.8	6.6	-16	0.8	29
Cc1onc(-c2ccccc2)c1C(=O)N1CCN(Cc2ccc3c(c2)OCO3)CC1 across the screens: -3	-0.2	-0.3	0	-4	.	-0.4	5	.	-4

Carrying on:
SMILES	TNAP inh hi DEA	Redox H2O2 prof	Hsp70 act	HMGR II inh	TNAP inh no acc	PMI act	RAM network inh	S1P3 antag	PMI act hi M6P	L major viab
CC(=O)Nc1ccc(OCC(O)Cn2cnc3ccccc32)cc1 (stereo unspecified)	1	-0.3	0.3	-9	-9	1	1.2	.	0.9	3
COc1cc(O)oc1C=Nc1ccc(Cl)cc1	-5	2.0	0.0	-3	1	1	-0.1	.	0.9	-2
Cc1ccc(SCC(=O)c2c(C)nc3cc(C)ccn23)cc1	-2	-1.9	0.0	-6	-5	0.9	-0.4	-3	0.9	7
Cc1ccc(-n2sc3ccccc3c2=O)cc1	-2	0.2	-0.3	3	-11	0.1	3.1	-12	0.5	43
COc1ccc(C2C(C#N)=C(N)N(c3ccccc3)C3=C2C(=O)CCC3)cc1Cn1cc([N+](=O)[O-])cn1 (stereo unspecified)	0	-7.1	-0.4	2	4	0.9	3.1	.	0.7	99*
CCC(C)c1ccc(NC(=S)NCc2cccnc2)cc1 (stereo unspecified)	-2	0.5	-0.4	-1	-6	0.8	-1.0	0	0.9	-2
Cc1cc(Cl)ccc1OCCCC(=O)N1CCOCC1	-5	0.2	0.6	5	4	1.2	0.6	-26	1.1	-3
C#CCOCCOCCOCCNc1nc(N2CCN(C(=O)[C@H](Cc3cc4ccccc4[nH]3)n3cc([C@@H](N)C(C)CC)nn3)CC2)nc(N2CCN(C(=O)[C@H](CCCCN)n3cc([C@@H](N)CC(C)C)nn3)CC2)n1 (stereo partly specified)	-6	0.4	0.4	-2	-17	1.3	0.0	-18	1.3	-2
COc1cc(/C=C/C(=O)OCC(=O)NC(=O)NCc2ccccc2)ccc1OCC#N	-3	-0.4	1.4	0	-11	0.8	1.7	-7	0.8	-1
CC(=O)OCC(=O)[C@@]1(O)CC[C@H]2[C@@H]3CCC4=CC(=O)C=C[C@]4(C)[C@H]3[C@@H](O)C[C@@]21C	2	-0.7	-0.4	-8	-6	1	0.4	8	1	-7
COC(=O)c1cc(C(=O)OC)cc(-n2c(C)cc(C(=O)CC#N)c2C)c1	0	-2.8	-0.4	0	-11	0.8	-0.5	.	0.9	95*
O=c1cc(CN2CCN(c3cccc(Cl)c3)CC2)c2cc(O)c(-c3ccccc3)cc2o1	2	-8.4	0.0	3	-7	0.9	5.3	.	1	4
COc1cc(OC)c(NC(=O)c2ccc3c(SCC(=O)O)c4c(nc3c2)CCCC4)cc1Cl	-4	0.3	0.0	-1	-10	1.4	7.9	-18	1.2	-1
O=C1CC(N2CCN(CCc3ccccn3)CC2)C(=O)N1c1ccc(Cl)cc1 (stereo unspecified)	-5	3.1	-0.3	-1	-11	1	1.2	-13	1.1	0
COc1ccc(OC)c(-n2c(=S)[nH]c3cc(C(=O)N4CCN(c5ccccc5)CC4)ccc3c2=O)c1	-2	11	-0.3	-7	-10	1	4.0	0	0.9	-4
c1ccc(Oc2cc(-c3ccccc3)nc(-c3ccccc3)n2)cc1	0	1.9	0.1	-2	16	1	10.0*	-1	1	31
CCSc1nnc(NC(=O)Cc2ccc(OC)c(S(=O)(=O)N3CCOCC3)c2)s1	0	0.2	0.0	-2	-1	0.9	2.0	-9	0.9	-6
COc1cccc(-n2cnc3sc4c(c3c2=O)CCC4)c1	-4	0.0	-0.4	2	-8	0.9	0.6	-15	0.9	-4
Cc1nnc(NC(=O)CCC(=O)N2CCN(CCc3ccccc3)CC2)s1	-2	.	.	.	-4	1	.	-18	0.9	.
Cc1cc(C)c(S(=O)(=O)N2CCC(C(=O)NCc3ccco3)CC2)c(C)c1	-2	0.2	-0.3	-6	-7	0.8	1.0	.	0.9	-3
O=C(CNCc1cccs1)Nc1ccc(N2CCCCCC2)cc1	2	-2.4	-0.1	-5	-3	0.9	0.9	6	0.7	51*
O=C(Nc1cccc(S(=O)(=O)N2CCOCC2)c1)c1cnccn1	0	-0.4	-0.1	5	-8	1.1	0.9	-13	1.1	24
CCCCOC(=O)Nc1ccc(C(C)C)cc1	-2	-0.6	1.2	-6	-9	1	-0.5	.	1	-10
O=C1CC(N(C(=O)c2ccco2)c2cccc(Cl)c2)C(=O)N1c1cccc(Cl)c1 (stereo unspecified)	-6	-0.7	0.0	-2	-16	1	1.2	.	1	-8
CCC(c1nnc(SCC(=O)N2CC(=O)Nc3ccccc32)n1Cc1ccccc1)N(C)C (stereo unspecified)	-5	3.3	-0.5	-5	-10	1.1	0.0	-16	1.1	-6
CN(C)C(=O)N1CCCC(C(=O)NCc2cccs2)C1 (stereo unspecified)	0	-1.2	0.1	0	-7	0.8	1.7	-13	0.9	-8
CC12C(=O)N(Cc3ccccc3)C(=O)C1C1C=CC2C1 (stereo unspecified)	-10	-0.3	-0.4	2	-10	1.1	0.7	6	1.1	0
